# D2 potentiator: D2 dopamine receptor (human) potentiation | P14416 | HEK293 T-REx D2, calcium flux, EC20 dopamine potentiation | potentiation, % at 10 µM | 0.34% of 340,000 active | AID 485347;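 active = potentiation over 3 SD above the plate norm, cut at about 30% in these data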; note: 0% is about no effect
# Target sequence (P14416 whole entry, looked up): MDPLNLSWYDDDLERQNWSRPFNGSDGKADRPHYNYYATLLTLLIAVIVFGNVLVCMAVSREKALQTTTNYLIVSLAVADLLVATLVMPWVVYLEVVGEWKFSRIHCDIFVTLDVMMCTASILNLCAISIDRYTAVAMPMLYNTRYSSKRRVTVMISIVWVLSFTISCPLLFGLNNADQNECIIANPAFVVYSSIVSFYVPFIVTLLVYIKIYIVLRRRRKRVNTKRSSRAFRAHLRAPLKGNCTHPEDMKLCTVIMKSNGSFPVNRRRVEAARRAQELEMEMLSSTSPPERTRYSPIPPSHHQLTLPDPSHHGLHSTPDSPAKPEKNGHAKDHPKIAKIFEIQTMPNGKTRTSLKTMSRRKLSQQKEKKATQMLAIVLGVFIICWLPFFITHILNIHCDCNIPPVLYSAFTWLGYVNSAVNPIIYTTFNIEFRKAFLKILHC
#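 Tetracycline-induced HEK293 T-REx cells force-coupled to calcium signalling expressed D2; compounds were pin-added after a 10 s baseline, read kinetically 180 s, then an EC20 dopamine challenge followed with a further 180 s calcium read.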
# D2 agonist: agonists of human D2 dopamine receptor | AID 485358 | P14416 | activation, % at 2 µM | HEK293 T-REx D2 cells, calcium flux agonist mode | 0.53% of 340,000 active;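 active = activation over 3 SD above normal in the single-dose calcium agonist read, cut at about 30% in these data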; note: 0% is about no effect
#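 Tetracycline-induced HEK293 T-REx cells with force-coupled D2 receptor, plated overnight at 30 C, loaded with no-wash calcium dye. After a 10 s baseline, compound was pin-added and calcium flux read kinetically for 180 s; calcium rises flagged agonists.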
# D1 ag: human D1 receptor agonism; P21728; HEK293 T-REx D1 cells, calcium flux, agonist mode; activation, % at 2 µM; 1% of 360,000 active; AID 504660; note: 0% is about no effect
#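 Tetracycline-induced HEK293 TREx D1 cells, force-coupled to calcium signalling, were dye-loaded with a no-wash calcium kit. Compound was pin-added after a 10 s baseline. Fluorescence was read kinetically at 1 cycle/s for 180 s, with calcium rises flagged as agonism.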
# D1 potentiator: enhances dopamine response at the human D1 receptor | 0.036% of 360,000 active | potentiation, % at 10 µM | AID 504651 | HEK293 TREx D1 cells, calcium flux, dopamine EC20 potentiation | P21728; in the data active = potentiation above about 30%; note: 0% is about no effect
# TRHR PAM: TRH receptor (human) allosteric enhancement; TRHR cells, fluo-8 calcium fluorescence, EC20 TRH enhancement; AID 493056; P34981; 0.66% of 360,000 active; enhancement, % at 2 µM; in the data active = enhancement above about 30%; note: 0% is about no effect
# Target sequence (P34981 whole entry, looked up): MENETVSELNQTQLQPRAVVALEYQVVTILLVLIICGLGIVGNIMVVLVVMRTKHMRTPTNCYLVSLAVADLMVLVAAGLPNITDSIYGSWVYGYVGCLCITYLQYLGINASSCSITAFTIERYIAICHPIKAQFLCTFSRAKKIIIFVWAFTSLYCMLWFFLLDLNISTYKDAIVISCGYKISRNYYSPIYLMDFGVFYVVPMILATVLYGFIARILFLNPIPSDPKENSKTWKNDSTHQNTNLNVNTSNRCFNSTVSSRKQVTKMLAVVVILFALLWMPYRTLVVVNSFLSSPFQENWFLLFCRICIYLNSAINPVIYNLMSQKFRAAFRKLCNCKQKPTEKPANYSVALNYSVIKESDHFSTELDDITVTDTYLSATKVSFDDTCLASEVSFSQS
#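 TRHR-expressing cells loaded with fluo-8 calcium dye were read kinetically (ex 480/em 530) during compound addition, then stimulated with an EC20 of TRH (10 nM final). Enhancement of the Gq-mediated intracellular calcium response was scored.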
# D2 antag: antagonists of human D2 dopamine receptor. inhibition, % at 10 µM. HEK293 TREx D2 cells, calcium flux, dopamine EC80. P14416. 2% of 340,000 active. AID 485344; in the data active = inhibition above about 30%; note: 0% is about no effect
#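 Calcium flux kinetic readout in an inducible HEK293 TREx D2 line plated overnight at 30 C. After 180 s compound exposure, an EC80 dopamine challenge follows with another 180 s kinetic read to detect antagonism.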
# RXFP1 antagonist: blocks the human relaxin receptor RXFP1; Q9HBX9; 0.59% of 350,000 active; activity change, negative = inhibition, % at 57.5 µM; HEK293-RXFP1, relaxin-stimulated cAMP HTRF, 30 min; active compounds read low; AID 1259400;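 active = activity change of -60% or lower, but not beyond a set lower limit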; note: % is set by controls: 0 for no effect and ±100 for the full control effect
# TRHR ag: activates the human TRH receptor. P34981. TRHR cells, calcium flux fluo-8, FDSS agonist mode. activation, % at 2 µM. 0.18% of 360,000 active; note: 0% is about no effect
#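 Read-out: compound-evoked intracellular calcium rise in TRHR cells, fluo-8 dye, kinetic FDSS fluorescence at 1 s/cycle following a 10-cycle baseline. Cells cultured overnight before dye loading (30 min–1.5 h, RT).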
# D1 antag: blocks dopamine activation of the human D1 receptor. P21728. HEK293 TREx D1 cells, calcium flux, dopamine EC80; active compounds read low. activity change, negative = inhibition, % at 10 µM. 3.2% of 360,000 active. AID 504652; in the data active = activity change below about -30%; note: % is set by controls: 0 for no effect and ±100 for the full control effect
#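 Cells carrying a force-coupled, tetracycline-inducible human D1 receptor report calcium flux. Each well gets a 10 s baseline, compound with 180 s monitoring, then an EC80 dopamine stimulus with a second 180 s kinetic read.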
# * = called active by the depositor; . = no result given. Cut-off read from the data, not from the text of the source, unless noted: active = activation above about 30%; inactive = the rest.
SMILES,D2 potentiator,D2 agonist,D1 ag,D1 potentiator,TRHR PAM,D2 antag,RXFP1 antagonist,TRHR ag,D1 antag
CCOC(=O)c1cc(NC(=O)c2cccnc2)cc(C(=O)OCC)c1,-1,0.0,3,2,3,13,11,0.7,-3
Cc1c(C(=O)N/N=C/c2ccoc2)cccc1[N+](=O)[O-],12,-0.9,1,-4,-13,67*,-3,-0.4,-18
Cc1cc(NC(=O)c2ccccc2[N+](=O)[O-])ccc1Br,-8,-0.8,-3,-5,-2,9,7,-1.8,-4
O=[N+]([O-])c1cccnc1N1CCC(c2cc(-c3ccc(Cl)cc3)n[nH]2)CC1,0,2.2,3,0,-8,-13,-21,0.1,-33*
Cc1c(NC(=O)c2c(F)c(F)c(F)c(F)c2F)c(=O)n(-c2ccccc2)n1C,-1,0.4,1,2,1,-5,-6,-0.2,2
CC(C)CC(NC(=O)C1CCC(C)CC1)C(=O)NCc1ccco1 (configuration not stated),-7,-0.3,0,-3,-6,-21,-8,-0.5,4
O=C(Nc1cccc2ccccc12)N1CCN(Cc2ccccc2)CC1,3,0.2,6,-8,-1,9,0,0.0,7
Cc1ccc(C(=O)N2CCC(C)CC2)cc1NC1=NC2CS(=O)(=O)CC2S1 (configuration not stated),3,-0.3,2,-2,1,-1,.,0.0,-13
CCOc1ccccc1NS(=O)(=O)c1ccc(OC)c(OC)c1,-1,0.8,3,-2,2,26,1,0.2,14
COc1ccc(NC(=O)/C(C#N)=C/c2ccc(Br)o2)cc1,-6,0.5,6,1,0,17,12,0.4,-1
CCCCOc1ccc(C(=O)NCC(=O)N(C)CC(=O)Nc2ccc(N3CCOCC3)cc2)cc1,15,-0.3,1,0,1,14,-14,-1.2,-2
CC(C)C(=O)NNc1nc2ccccc2s1,7,0.8,3,-4,-4,-27,16,0.0,-9
COc1ccc(N2CCN(S(=O)(=O)c3ccc(CC(C)C)cc3)CC2)cc1,-2,.,-3,0,-12,.,.,-0.4,1
CCOc1ccc(NC(=S)NCC(c2cccnc2)N2CCOCC2)cc1 (configuration not stated),-16,-0.3,2,1,1,7,-10,0.1,7
O=C1C2CC=C(Cl)CC2C(=O)N1CC1Cc2ccccc2CO1 (configuration not stated),3,1.7,1,3,11,-5,.,1.9,8
Cc1[nH]c2ccccc2c1C(=O)CN1CCCCC1C (configuration not stated),1,0.9,-1,3,20,-6,-9,-0.4,7
CCOc1ccccc1C1C(C(N)=O)=C(C)Nc2nc(CCCO)nn21 (configuration not stated),11,0.5,2,3,3,5,21,0.4,1
CCOC(=O)c1sc(NC(=S)NC(=O)C2CCCC2)cc1C,0,0.5,2,9,0,23,-15,0.6,6
CC(C)CNC(=O)CC1Nc2ccccc2NC1=O (configuration not stated),7,1.4,1,-4,-2,-8,-15,0.5,5
CC(C)(C)OC(=O)N[C@H](C(=O)OC(C)(C)C)c1ccc(Br)cc1,1,0.2,3,-3,2,-2,.,-0.5,.
CCOC(=O)c1[nH]c2c(c1Cc1ccccc1C)C(=O)CC(c1cc(OC)ccc1OC)C2 (configuration not stated),-17,0.2,2,-5,-26,.,-23,0.5,-15
COc1ccc2sc(SCCCS(=O)(=O)O)[n+](CCCS(=O)(=O)[O-])c2c1,-4,-0.7,4,-16,-8,3,.,1.3,3
O=C(CNC(=O)Cc1ccccc1)NCC(=O)OCC(=O)c1ccc(Cl)cc1,-14,-1.1,1,-2,-4,6,.,0.0,-11
CCOC(=O)c1ccc(NC(=O)C2(c3ccc(OC)cc3)CCOCC2)cc1,17,0.1,2,4,6,-9,-32,1.2,0
CC1(C)NC(=O)N(CC(O)CN2CCCC2)C1=O (configuration not stated),-1,0.7,7,11,-5,0,8,0.2,-28
CCO[C@H]1OC(C(=O)NC2CC2)=C[C@@H](c2ccc(Br)cc2)[C@@H]1CCCO,-3,-0.1,0,-6,1,-3,.,-0.6,-59*
COc1ccc(Nc2oc(-c3ccc(COc4ccccc4C)o3)nc2C#N)cc1,12,0.6,18,-2,7,.,4,-0.2,9
COc1cc(-n2c(C)nc3cccnc32)c(Cl)cc1C(=O)O,12,0.1,1,-4,8,3,-9,0.6,-2
Nc1cc(C(=O)c2ccccc2)ccc1[N+](=O)[O-],-3,.,0,-3,-7,.,-6,-0.2,6
CC[n+]1c(C)cc2c(sc3ccccc32)c1C,3,-1.4,2,0,4,11,2,0.1,-1

# Reformatted as tab-separated lines: part of the list above
Molecule	D2 potentiator	D2 agonist	D1 ag	D1 potentiator	TRHR PAM	D2 antag	RXFP1 antagonist	TRHR ag	D1 antag
COc1ccc(NC(=O)/C(C#N)=C/c2ccc(Br)o2)cc1	-6	0.5	6	1	0	17	12	0.4	-1
CCCCOc1ccc(C(=O)NCC(=O)N(C)CC(=O)Nc2ccc(N3CCOCC3)cc2)cc1	15	-0.3	1	0	1	14	-14	-1.2	-2
CC(C)C(=O)NNc1nc2ccccc2s1	7	0.8	3	-4	-4	-27	16	0.0	-9
COc1ccc(N2CCN(S(=O)(=O)c3ccc(CC(C)C)cc3)CC2)cc1	-2	.	-3	0	-12	.	.	-0.4	1
CCOc1ccc(NC(=S)NCC(c2cccnc2)N2CCOCC2)cc1 (configuration not stated)	-16	-0.3	2	1	1	7	-10	0.1	7
O=C1C2CC=C(Cl)CC2C(=O)N1CC1Cc2ccccc2CO1 (configuration not stated)	3	1.7	1	3	11	-5	.	1.9	8
Cc1[nH]c2ccccc2c1C(=O)CN1CCCCC1C (configuration not stated)	1	0.9	-1	3	20	-6	-9	-0.4	7
CCOc1ccccc1C1C(C(N)=O)=C(C)Nc2nc(CCCO)nn21 (configuration not stated)	11	0.5	2	3	3	5	21	0.4	1
CCOC(=O)c1sc(NC(=S)NC(=O)C2CCCC2)cc1C	0	0.5	2	9	0	23	-15	0.6	6

# (listing goes on)
SMILES,D2 potentiator,D2 agonist,D1 ag,D1 potentiator,TRHR PAM,D2 antag,RXFP1 antagonist,TRHR ag,D1 antag
CNC(=O)c1ccsc1NC(=O)c1ccc(S(=O)(=O)N2CCOCC2)cc1,2,1.4,0,-10,3,-12,-18,0.3,0
N#Cc1c(-c2ccco2)cc(-c2ccccn2)nc1N,36*,0.4,1,-4,-3,-10,4,-0.4,-20
Cc1cccc(OCCNC(=O)CCNS(=O)(=O)c2ccc3ccccc3c2)c1,3,-1.4,12,-4,-2,12,-13,-0.1,-8
COc1ccc(-c2noc(CSc3nnc(C)n3-c3ccc(C)cc3)n2)cc1,5,0.1,6,0,-7,.,-19,-1.1,-4
CC1CCCN(CCSc2ccc(Cl)cc2)C1 (configuration not stated),-12,-0.3,0,-2,3,-17,8,-0.2,2
Nn1c(SC/C=C/c2ccccc2)nnc1-c1ccccn1,4,-0.3,1,-4,-4,12,3,0.6,-13
O=C(Cc1ccccc1)NNc1c2ccccc2nc2ccccc12,7,3.1,5,0,3,-10,-7,0.5,-5
COc1cccc(NC2SC(=O)N(c3ccccc3)C2=O)c1 (configuration not stated),5,-0.6,1,-1,-5,-12,.,-0.1,-18
COC(=O)C1=C(C(=O)OC)[C@@H]2N(C)c3ccc(OC)cc3[C@@]23C[C@@H](C(=O)OC)N(C(=O)c2cccs2)C3=N1,0,1.0,0,2,2,2,.,-0.9,0
CCOC(=O)N1CCN(C(=O)CSCC(=O)Nc2nc(-c3ccc4c(c3)OCO4)cs2)CC1,-3,-0.6,0,-1,0,-6,2,-0.7,-5
Cc1snc(SCC(=O)c2ccc(F)cc2)c1C#N,-5,-4.0,4,-7,-1,3,9,0.1,-28
O=[N+]([O-])c1cc(Oc2cccnc2)cc([N+](=O)[O-])c1,7,2.5,1,0,0,-9,-1,0.4,1
O=C(NC(=S)Nc1cccc2ncccc12)c1cccs1,5,-0.6,1,-1,3,-9,-1,-0.2,5
CCN(C(=O)COC(=O)c1cc(-c2ccc(C)o2)nc2ccccc12)C1CCS(=O)(=O)C1 (configuration not stated),7,-0.4,3,-2,3,-7,15,-0.3,-1
COc1cc(N=Nc2c(C)n(C)n(-c3ccccc3)c2=O)ccc1N,3,0.8,-1,-3,1,-9,-9,-0.3,-3
COc1ccc(CNC(=O)C(CCSC)NS(=O)(=O)c2ccccc2F)cc1 (configuration not stated),-4,3.7,8,16,-2,-2,1,0.2,0
COc1ccc(-c2coc3c2c(C)cc2oc(=O)cc(C)c23)cc1,-5,.,2,0,16,.,-12,0.2,-6
NC(=S)Nc1ccc(F)cc1F,-1,-0.5,4,1,9,-14,-1,-0.6,-3
COC(=O)CN1C(=O)N/C(=C/c2cc(Cl)c(OC)c(OC)c2)C1=O,-3,-0.1,0,-4,-6,5,-8,-0.5,1
COc1ccc(NC(=O)CN(C)CC(=O)NCC(=O)Nc2ccc(F)cc2)cc1,-1,0.7,2,-7,-5,-8,-3,-0.2,-1
CC1CCC(NC(=O)c2ccc3c(c2)N(Cc2ccccc2F)C(=O)c2ccccc2S3=O)CC1 (configuration not stated),11,1.3,17,-2,-7,.,.,-0.2,-8
CCCN(CCC)c1cc(Cl)nc(N)n1,12,-0.8,0,-2,-6,12,10,0.0,1
O=[N+]([O-])c1c(NCCCO)cc(Sc2ccc(Cl)cc2)c2nonc12,11,3.9,2,-4,2,-2,.,-0.7,-40*
Cc1cccc(OCC(=O)N/N=C\c2cccn2C)c1C,-3,-0.3,17,21,9,1,-9,2.4,12
O=C(N/N=C/c1cccnc1)c1ccc(Cn2cc([N+](=O)[O-])cn2)o1,-1,1.2,1,-4,-6,-11,2,0.1,-11
CCN(CC)C(=O)Cn1cnc2c1c(=O)n(C)c(=O)n2C,4,0.4,2,-6,2,-3,-4,1.9,7
CCc1cc(=O)oc2c3c(cc(OCC(=O)NCCCOC)c12)OC(C)(C)CC3,2,0.7,-1,-2,0,-4,-7,0.2,-4
Clc1ccc(-c2cc(CN3CCOCC3)no2)cc1,18,0.9,4,-5,3,-4,0,0.2,-20
O=C(O)C1CCCN1S(=O)(=O)c1ccc(Br)cc1 (configuration not stated),-4,1.1,2,-4,-1,-12,8,0.7,-19
Clc1ccc2oc(-c3ccccn3)nc2c1,4,1.1,2,-2,1,-12,5,1.3,20
CNC(=S)N(Cc1ccco1)Cc1cc2cc(OC)c(OC)cc2[nH]c1=O,3,0.5,5,-2,-6,-5,-2,0.9,6
O=C(CCn1cccc1)N1CCc2ccccc21,.,-0.4,-2,-6,1,-17,-3,0.2,-31*
O=S(=O)(CCN1CCSCC1)c1ccc(Cl)cc1,-4,0.4,1,-5,20,3,-6,-0.2,30
CN(C)/C=C/c1c(C#N)c(=O)ncn1Cc1ccccc1,4,0.4,3,-3,-4,-5,-3,0.6,-2
CCOc1ccc(C2=NC(c3cccs3)=Nc3ccc(C(C)C)cc3N2)cc1,13,-0.4,0,-1,12,.,-3,0.0,-2
Cc1ccc(S(=O)(=O)N2CCOCC2)cc1NC(=O)COC(=O)c1cccnc1Cl,5,4.4,4,-6,0,-1,1,0.2,-64*
C#CCn1ccc(O)c(Cc2ccccc2)c1=O,-1,0.5,2,-6,7,-22,-7,0.3,1

# Bioassay records (PubChem BioAssay)
